RMI-FANCM inh = inhibitors of human RMI core complex binding to FANCM MM2; FP signal (polarization) at 33 µM; Fluorescence polarization, RMI core complex with F-MM2 peptide; active compounds read low; hit rate 0.58% among 70,000; in the data active = FP signal below about 40; also: inactives centre near 61; strong numbers were not always called active; unit not given here
Starred values were filed as active, the others as inactive; & = joins results of further samples. This is a subset; the hit share may differ from the screen's.

SMILES	RMI-FANCM inh
O=C1C2C3C=CC(C3)C2C(=O)N1CCN1CCN(S(=O)(=O)c2cccs2)CC1 (centres undefined)	65
COC(=O)c1cccc(Nc2ncnc3c2c(C)c(C)n3Cc2ccco2)c1	66
Nc1ncc(C(=O)OCc2ccc(Cl)cc2)c(C(F)(F)F)n1	63
NS(=O)(=O)c1ccc(NC(=O)CN2C(=O)S/C(=C\C(=O)Nc3ccccc3)C2=O)cc1	64
CCS(=O)(=O)N1CCc2ccc(NC(=O)COC)cc2C1	63
Cc1cc(=O)n2c(-c3ccc(NC(=O)Nc4ccc5c(c4)OCO5)cc3)csc2n1	76
O=C(CCCSc1ccc(F)cc1)Nc1nnc(-c2ccc3c(c2)OCCO3)o1	57
Cc1sc(NC(=O)c2ccc3c(c2)OCCO3)c(-c2nc3ccccc3s2)c1C	66
CN(C)C=NC(=S)Nc1cccc(F)c1	60
O=C(CSc1ccc(NC(=O)c2ccccc2)nn1)Nc1nccs1	97
CCOC(=O)N1CCN(/C=C(\C#N)C(=O)NCc2ccc(OC)cc2)CC1	65
Cc1ccc(-c2csc(NNC3=NCCCCC3)n2)cc1	53
Cc1ccc(S(=O)(=O)N2CCc3ccc(NC(=O)c4cccc(Cl)c4)cc3C2)cc1	69
COc1ccc(/C=C2\Oc3c4c(cc(C)c3C2=O)OCN(CC2CCCO2)C4)cc1OC (centres undefined)	48
CCOC(=O)C1CCN(Cc2ccccc2)CC1=O (centres undefined)	58
O=C1/C(=C/c2cccc3ccccc23)Nc2ccccc21	72
O=C(Nc1nc(-c2cc3ccccc3o2)cs1)c1cccs1	56
CC(C)(O)[C@@H]1Cc2cc3ccc(=O)oc3cc2O1	55
Fc1ccc(CSc2nccn3nc(-c4cccs4)cc23)c(Cl)c1	82
COc1ccc(-c2c(C#N)c(SCC(=O)c3ccc4c(c3)OCO4)nc3c2C(=O)CC(C)(C)C3)cc1	143
Cc1cc(-c2nnc(NC(=O)CCSc3ccc(Cl)cc3)o2)nn1C	68
Cc1ccc(C(=O)CC(Sc2ccccc2N)c2ccsc2)cc1 (centres undefined)	58
CCOc1ccc2nc(N(CC3CCCO3)C(=O)c3ccnn3C)sc2c1 (centres undefined)	68
Cc1cc(C)cc(NC(=O)CN2CCC(C(=O)N3CCN(Cc4ccccc4)CC3)CC2)c1	58
CNCCCC1c2ccccc2C=Cc2ccccc21	68&67
Cc1ccc(C)c(S(=O)(=O)NCC(=O)N2CCN(c3ccccc3)CC2)c1	63
CC1=NN(c2ccc(-c3csnn3)cc2)C(=O)C1	52
Cc1ccc(-c2cc(C(N)=O)c3cc(F)ccc3n2)cc1	54
O=C(NCc1ccco1)C(=O)Nc1ccc2c(c1)N(S(=O)(=O)c1cccs1)CCC2	53
CC(C)(C)c1ccc(NC(=O)CN2CCOCC2)c(NC(=O)c2cccs2)c1	54
O=[N+]([O-])c1ccc(-c2noc(-c3ccno3)n2)o1	56
O=C(O)c1ccnc(Br)c1	57
COc1ccc(OC)c(S(=O)(=O)Nc2ccc3c(c2)N(C(=O)C(C)(C)C)CC3)c1	67
CCOc1ccccc1-c1noc(Cn2c(=O)n(CCc3ccccc3)c(=O)c3ccccc32)n1	116
Cn1/c(=N/NC(=O)CCNS(=O)(=O)c2ccc(Cl)cc2)sc2ccccc21	68
O=C(c1ccccc1)c1ccc(OC(=O)c2ccc(Br)o2)cc1	62
CCOC(=O)CNC(=O)c1c(OC)cccc1OC	52
O=C(CN1C(=O)NC2(CCN(Cc3ccccc3)CC2)C1=O)NCc1ccc(F)cc1	55
Cc1oc(-c2ccccc2)nc1CSc1nc2c(c(=O)[nH]1)CCC2	62
Cc1cccc(NC(=O)c2ccc(S(=O)(=O)N(C)CC3CCCO3)cc2)c1C (centres undefined)	69
CS(=O)(=O)c1cc(C(F)(F)F)cc(S(C)(=O)=O)c1S(C)(=O)=O	55
Cc1ccc(-c2nc(NC(=O)c3c(C)noc3C)sc2C)cc1Cl	57
COCCn1c(C)cc(O)c(C(c2ccc(OC)c(OC)c2)N2CCN(c3ccccn3)CC2)c1=O (centres undefined)	55
CCOCC(=O)Nc1ccc2c(c1)C(=O)NCCO2	61
O=C(Nc1nc(-c2ccc3c(c2)OCO3)cs1)c1ccc(C(=O)Nc2nc(-c3ccc4c(c3)OCO4)cs2)s1	102
CCCS(=O)(=O)Nc1ccc2c(c1)C(=O)NCCO2	65
NS(=O)(=O)c1ccc(NC(=S)Nc2ccc(F)cc2)cc1	68
COc1ccc2c(c1)OC1c3ccc(O)cc3OCC21 (centres undefined)	61
COc1ccc(NC(=O)C(=O)NCC2CCN(Cc3cccs3)CC2)cc1	72
CO/N=C(/C(=O)N[C@@H]1C(=O)N2C(C(=O)O)=C(CSc3nc(=O)c(=O)[nH]n3C)CSC12)c1csc(N)n1 (some centres undefined)	56
O=C(Cc1ccc(-c2ccccc2)cc1)Nn1cnc2c(cnn2-c2ccc(F)cc2)c1=O	126
Cc1nc(C(F)(F)F)ccc1C(=O)N1C=CC(C(F)(F)F)=NCC1	62
O=C(Nc1nnc(CSc2ccccc2)o1)c1ccccc1	60
O=C(Sc1ccc(Cl)cc1)c1cccc(Cn2cc(C(F)(F)F)ccc2=O)c1	45
Cc1cc(C)nc(NS(=O)(=O)c2ccc(NC(=O)c3ccc4ncsc4c3)cc2)n1	53
COC(=O)C(C(=O)OC)c1ncccc1[N+](=O)[O-]	54
COc1ccc(-c2csc(NC(=O)c3cc(-c4ccccc4)nc4ccccc34)n2)c(OC)c1	61
Cc1ccc(S(=O)(=O)N(C(N)=Nc2nc(C)cc(C)n2)c2ccc(C)c(C)c2)cc1	57
CCc1ccc(-n2nnc3c(=O)n(Cc4nc(-c5cccc(Br)c5)no4)cnc32)cc1	130
C#CCn1c(=NC(=O)c2ccnn2C)sc2cc(SC)ccc21	119

(list continues)
SMILES	RMI-FANCM inh
O=C(/C=C1\SC(=O)N(CC(=O)Nc2ccc(Cl)cc2)C1=O)Nc1ccc(F)cc1	68
COC(=O)c1c(NC(=O)c2ccno2)sc2c1CCCC2	60
CC(=O)c1ccc(NC(=O)CCc2c(C)[nH]c(=O)[nH]c2=O)cc1	61
Cc1onc(-c2ccccc2Cl)c1C(=O)Nc1ccc2c(c1)OCC(C)(C)C(=O)N2	66
O=C(Cc1cccs1)N1CCc2cc(S(=O)(=O)NC3CCCC3)ccc21	60
O=C(c1ccc[nH]1)N1CCN(C(=O)c2ccco2)CC1	69
CCOC(=O)c1c(NS(=O)(=O)c2ccc(C)cc2)sc(C)c1-c1ccccc1	55
Oc1c(C(c2cccc(Br)c2)N2CCc3ccccc3C2)sc2nc(-c3ccco3)nn12 (centres undefined)	54
CCOc1ccc(-c2cc(=O)n(CC(=O)Nc3ccccn3)cn2)cc1	102
N#C/C(=C\c1ccncc1)c1ccc(NC(N)=O)cc1	53
CCOC(=O)c1c(NC(=O)CCSc2nnc3ccc4ccccc4n23)sc2c1CCCC2	87
O=C(Nc1ccccc1)Nc1ccccc1	57
CCOc1ccccc1NC(=O)c1c(O)c2ccccc2n(-c2ccccc2)c1=O	65
CCOc1ccc(C)cc1S(=O)(=O)Nc1ccc2c(c1)CCC(=O)N2Cc1ccccc1	67
CSc1ncccc1C(=O)Nc1ccc2c(c1)N(C(=O)c1cccs1)CC2	98

Some of the entries so far, as comma-separated lines:
smiles,RMI-FANCM inh
COc1ccc2c(c1)OC1c3ccc(O)cc3OCC21 (centres undefined),61
COc1ccc(NC(=O)C(=O)NCC2CCN(Cc3cccs3)CC2)cc1,72
CO/N=C(/C(=O)N[C@@H]1C(=O)N2C(C(=O)O)=C(CSc3nc(=O)c(=O)[nH]n3C)CSC12)c1csc(N)n1 (some centres undefined),56
O=C(Cc1ccc(-c2ccccc2)cc1)Nn1cnc2c(cnn2-c2ccc(F)cc2)c1=O,126
Cc1nc(C(F)(F)F)ccc1C(=O)N1C=CC(C(F)(F)F)=NCC1,62
O=C(Nc1nnc(CSc2ccccc2)o1)c1ccccc1,60
O=C(Sc1ccc(Cl)cc1)c1cccc(Cn2cc(C(F)(F)F)ccc2=O)c1,45
Cc1cc(C)nc(NS(=O)(=O)c2ccc(NC(=O)c3ccc4ncsc4c3)cc2)n1,53
COC(=O)C(C(=O)OC)c1ncccc1[N+](=O)[O-],54
COc1ccc(-c2csc(NC(=O)c3cc(-c4ccccc4)nc4ccccc34)n2)c(OC)c1,61
Cc1ccc(S(=O)(=O)N(C(N)=Nc2nc(C)cc(C)n2)c2ccc(C)c(C)c2)cc1,57
CCc1ccc(-n2nnc3c(=O)n(Cc4nc(-c5cccc(Br)c5)no4)cnc32)cc1,130
C#CCn1c(=NC(=O)c2ccnn2C)sc2cc(SC)ccc21,119
O=C(/C=C1\SC(=O)N(CC(=O)Nc2ccc(Cl)cc2)C1=O)Nc1ccc(F)cc1,68
COC(=O)c1c(NC(=O)c2ccno2)sc2c1CCCC2,60
CC(=O)c1ccc(NC(=O)CCc2c(C)[nH]c(=O)[nH]c2=O)cc1,61
Cc1onc(-c2ccccc2Cl)c1C(=O)Nc1ccc2c(c1)OCC(C)(C)C(=O)N2,66
O=C(Cc1cccs1)N1CCc2cc(S(=O)(=O)NC3CCCC3)ccc21,60
O=C(c1ccc[nH]1)N1CCN(C(=O)c2ccco2)CC1,69
CCOC(=O)c1c(NS(=O)(=O)c2ccc(C)cc2)sc(C)c1-c1ccccc1,55
Oc1c(C(c2cccc(Br)c2)N2CCc3ccccc3C2)sc2nc(-c3ccco3)nn12 (centres undefined),54
CCOc1ccc(-c2cc(=O)n(CC(=O)Nc3ccccn3)cn2)cc1,102
N#C/C(=C\c1ccncc1)c1ccc(NC(N)=O)cc1,53
CCOC(=O)c1c(NC(=O)CCSc2nnc3ccc4ccccc4n23)sc2c1CCCC2,87
O=C(Nc1ccccc1)Nc1ccccc1,57
CCOc1ccccc1NC(=O)c1c(O)c2ccccc2n(-c2ccccc2)c1=O,65
CCOc1ccc(C)cc1S(=O)(=O)Nc1ccc2c(c1)CCC(=O)N2Cc1ccccc1,67
CSc1ncccc1C(=O)Nc1ccc2c(c1)N(C(=O)c1cccs1)CC2,98

Carrying on:
SMILES	RMI-FANCM inh
N#Cc1ccc(OCc2c(Cl)sc3ccc(Cl)cc23)cc1	53
CS(=O)(=O)c1ccc(Nc2nc(CC(=O)NCCc3ccc(F)cc3)cs2)cc1	63
CSC1=NCN(Cc2ccccc2)CN1	60
Cn1cnc(S(=O)(=O)Nc2cc(-c3ccc(Cl)cc3)nn2C)c1	61
CCc1nnsc1C(=O)Nc1ccc(S(=O)(=O)Nc2ncccn2)cc1	50

Three structures out of the list, arranged by length of the SMILES, ascending.
SMILES	RMI-FANCM inh
N#Cc1ccc(OCc2c(Cl)sc3ccc(Cl)cc23)cc1	53
Cn1cnc(S(=O)(=O)Nc2cc(-c3ccc(Cl)cc3)nn2C)c1	61
CS(=O)(=O)c1ccc(Nc2nc(CC(=O)NCCc3ccc(F)cc3)cs2)cc1	63
